Source: PubChem BioAssay (several laboratories)
PPARg SRC1 recr: PPARgamma agonists recruiting SRC-1 coactivator, primary screen, biochemical; Peroxisome proliferator-activated receptor gamma (Homo sapiens), P37231; PPARgamma-SRC-1 coactivator recruitment biochemical assay; 0.41% of 200,000 active; activation, % at 8 µM; in the data active means activation above about 19%;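 further: 0% = DMSO and 100% = reference agonist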
Target sequence (P37231 whole entry, looked up): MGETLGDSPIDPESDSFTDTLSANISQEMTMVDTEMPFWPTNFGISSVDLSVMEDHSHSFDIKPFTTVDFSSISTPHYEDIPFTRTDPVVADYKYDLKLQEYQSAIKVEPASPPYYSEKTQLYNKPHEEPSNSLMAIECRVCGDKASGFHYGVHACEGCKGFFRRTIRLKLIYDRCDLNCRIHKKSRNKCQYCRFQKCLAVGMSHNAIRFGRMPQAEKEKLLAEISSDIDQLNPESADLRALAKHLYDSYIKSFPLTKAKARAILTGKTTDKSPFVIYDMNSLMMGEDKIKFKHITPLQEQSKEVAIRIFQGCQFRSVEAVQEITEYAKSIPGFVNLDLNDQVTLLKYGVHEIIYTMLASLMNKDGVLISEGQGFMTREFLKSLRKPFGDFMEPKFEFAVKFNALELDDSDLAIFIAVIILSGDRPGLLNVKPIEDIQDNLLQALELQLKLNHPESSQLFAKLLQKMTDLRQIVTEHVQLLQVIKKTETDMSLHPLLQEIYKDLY
PPARg SRC3 recr: PPARgamma agonists recruiting SRC-3 coactivator, primary screen, biochemical; biochemical PPARgamma/SRC-3 coactivator recruitment assay; Peroxisome proliferator-activated receptor gamma (Homo sapiens), P37231; 0.26% of 200,000 active; activation, % at 8 µM; in the data active means activation above about 23%;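 further: 0% = DMSO and 100% = reference agonist; some compounds past the cut are filed as inactive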
Lmaj promast: Leishmania major promastigote growth inhibition, primary screen; Leishmania major promastigotes, resazurin fluorescence viability; AID 1063, 2008; inhibition, % at 10 µM; 9% of 200,000 active; in the data active means inhibition above about 50%;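 further: promastigotes grown with compound for 44 hours at 28 °C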
S1P3 antagonist: S1P3 receptor antagonists, primary screen, cell-based; inhibition, % at 4.98 µM; Sphingosine 1-phosphate receptor 3 (Homo sapiens), Q99500; CHO S1P3 NFAT-BLA reporter, FRET fluorescence, antagonist mode; 0.27% of 170,000 active;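 active means inhibition above the plate cutoff, the mean inhibition of test wells on that plate plus 3 SD, cut at about 28% in these data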;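 further: cells challenged with S1P at its EC80 of 0.8 µM; blue over green emission ratio from cleaved BLA substrate after 4 h stimulation; 0% = S1P-stimulated wells and 100% = unstimulated DMSO-only wells; some compounds past the cut are filed as inactive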
Redox H2O2 prof: compounds producing H2O2 with reducing agent – biochemical, NIH compound library profiling, artefact control for MLSCN library redox annotation, primary screen; 0.03% of 200,000 active; activation, % at 10 µM; AID 878, 2007; DTT-dependent redox cycling H2O2, phenol red/HRP absorbance; 100% = 100 µM peroxide control, 0% = buffer;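 active means activation of at least 50% relative to the plate's high and low controls in the primary single-dose screen; inactive means activation below 50%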;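 further: compound incubated with DTT at 0.8 mM final as the reducing agent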
SRC2 TRFRET art: TR-FRET signal artefacts, primary screen, artefact control for PPARgamma SRC-2 agonist project, biochemical | TR-FRET artefact counter-screen; active compounds read high | TR-FRET ratio at 8 µM | 0.4% of 200,000 active; in the data active means TR-FRET ratio above about 2000; further: inactives centre near 1500
TLR4-MyD88 BLA: inhibitors of TLR4-MyD88 association in cells, primary screen, cell-based, HeLa CL3-4, BLA complementation, FRET ratio; Toll-like receptor 4 (Homo sapiens) + Myeloid differentiation primary response protein …; HeLa CL3-4 TLR4/MyD88 BLA complementation; inhibition, % at 8.4 µM; 0.18% of 200,000 active; AID 861, 2007; in the data active means inhibition above about 25%;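 further: 0% = vehicle and 100% = reference inhibitor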
PPARg SRC2 recr: agonists of PPARg-SRC-2 recruitment, primary screen, biochemical, HTS. activation, % at 8 µM. PPARgamma LBD-SRC-2 recruitment. AID 1032, 2008. 0.34% of 200,000 active. Peroxisome proliferator-activated receptor gamma (Homo sapiens), P37231; in the data active means activation above about 22%;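 further: 0% = vehicle and 100% = reference agonist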
ROMK mod: ROMK potassium channel modulators, primary screen, cell-based, thallium flux, MLSMR library; ATP-sensitive inward rectifier potassium channel 1 (Homo sapiens), P48048; Tet-inducible ROMK, thallium flux fluorescence; actives lie on both sides; B-score at 10 µM; 2% of 130,000 active; AID 1918, 2009;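 active means signal ratio slope over the read window, or its plate-corrected B-score, at least 3 SD from the plate mean, either direction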;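 further: B-score of the F/F0 ratio slope over 7 to 12 s after thallium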
Target sequence (P48048 whole entry, looked up): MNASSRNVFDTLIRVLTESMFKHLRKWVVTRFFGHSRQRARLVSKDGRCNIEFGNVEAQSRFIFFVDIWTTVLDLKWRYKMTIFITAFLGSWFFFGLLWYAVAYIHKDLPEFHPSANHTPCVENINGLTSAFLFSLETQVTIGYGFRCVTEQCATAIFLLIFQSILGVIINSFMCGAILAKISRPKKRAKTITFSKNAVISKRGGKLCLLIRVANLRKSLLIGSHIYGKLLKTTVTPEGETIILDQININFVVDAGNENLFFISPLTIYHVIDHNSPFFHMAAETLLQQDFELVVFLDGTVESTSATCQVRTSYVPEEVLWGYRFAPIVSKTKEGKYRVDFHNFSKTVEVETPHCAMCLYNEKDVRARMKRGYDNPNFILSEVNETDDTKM
bIAP activator: bovine intestinal alkaline phosphatase activators, primary screen, biochemical, bovine IAP, CDP-star luminescence | alkaline phosphatase, intestinal [Bos taurus] | purified bovine IAP, 30 min; active compounds read high; fold of DMSO-control signal, blank-subtracted | activation factor at 20 µM | 0.17% of 200,000 active | AID 1016, 2008;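 active means activation factor of 2 or more at 20 µM, a signal rise over negative controls twice the positive control's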
bIAP inh: bovine intestinal alkaline phosphatase inhibitors, primary screen, selectivity assay for TNAP inhibitor project, biochemical, bovine IAP, CDP-star luminescence; alkaline phosphatase, intestinal [Bos taurus]; inhibition, % at 20 µM; purified bovine IAP, 30 min; 190,000 tested, under 10 active;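 active means over 50% inhibition of intestinal alkaline phosphatase at 20 µM in the single-dose screen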
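Assay system: bovine IAP enzyme; medium: DEA buffer 100 mM, pH 9.8, with MgCl2 1.0 mM, ZnCl2 0.02 mM; doses: 20 µM single dose; incubation: enzyme reaction for 30 min at room temperature; detection: CDP-star luminescence signal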
An asterisk follows results filed as active; i = inactive; · = no result given. Outcome played no part in choosing rows. Share with any hit: about 11%.

SMILES	PPARg SRC1 recr	PPARg SRC3 recr	Lmaj promast	S1P3 antagonist	Redox H2O2 prof	SRC2 TRFRET art	TLR4-MyD88 BLA	PPARg SRC2 recr	ROMK mod	bIAP activator	bIAP inh
O=C(N/N=C/c1cccnc1)c1ccc(Cn2cc([N+](=O)[O-])cn2)o1	5.1	4.1	-4.5	9.4	0.6	1640	-5.8	6.7	-0.0287	1	-2.7
O=C1C2Sc3[nH]c(=O)sc3C(c3ccccc3)C2C(=O)N1c1ccc(Cl)cc1 (stereo not drawn)	3.5	5.6	-10.4	·	0.9	1612	5.4	2.1	·	0.9	6.4
CCCn1c(SCC(=O)Nc2ccc3c(c2)OCCO3)nnc1-c1ccco1	1.3	-3.5	-1.4	-22.3	0.2	1311	3.6	-3.4	·	1.1	-10.9
O=[N+]([O-])c1cccc(NC(=S)NCCc2ccccc2)c1	-3.8	3.9	6.6	-1.9	0.6	1523	-5.4	-4.7	·	0.9	14.1
C/C(=N\NC(=O)CC#N)c1cc2ccccc2oc1=O	6.7	3.3	21.2	4.2	-0.2	1542	-3.6	-3.6	·	0.9	10.6
CC(C)c1nc(SCC(=O)Nc2cccc(C(F)(F)F)c2)c2c(=O)n(C)c(=O)n(C)c2n1	0.3	4.9	5.7	-3.2	-0.7	1569	-6.9	7.7	·	0.9	5.7
Cc1ccc(C(=O)OCC(=O)Nc2ccc3c(c2)OCO3)o1	-4.1	-10.5	-10.1	·	0.8	1435	-0.8	2.5	-0.963	0.4	·
O=C(NCCCNC(=O)c1cncc(O)c1)c1cncc(O)c1	-1.8	-1.0	-5.5	-2.1	-0.6	1440	8.0	-6.3	0.145	1	-2.8
O=C(COc1cc(Cl)c(Cl)cc1Cl)Nc1ccncc1	3.4	-9.2	2.6	-7.8	0.6	1536	-7.4	-4.1	·	0.8	16.3
COc1ccc(OC)c(/C(C)=N/Nc2ccc(C(=O)O)cc2)c1	9.8	1.6	-3.5	-10.2	1.2	1490	-19.9	-2.0	-0.86	1.1	-5.9
O=C(C1CCC(CNS(=O)(=O)c2cccc3nsnc23)CC1)N1CC=C(c2ccccc2)CC1 (stereo not drawn)	5.5	1.6	10.3	·	-2.3	1604	8.8	2.2	·	1.1	-6.9
OCCCN1c2ccccc2Nc2nnc(-c3ccccc3)cc21	4.1	18.2	26.6	15.7	2.4	1724	-0.1	13.8	-0.0199	9*	i
CSc1ncc(Cl)c(C(=O)Nc2ccccc2Cl)n1	11.1	5.7	-7.7	1.9	0.1	1696	-1.7	5.6	·	0.9	6.7
O=C(Nc1ccc(Cl)cc1)Nc1nnc(-c2ccncc2)s1	2.5	3.0	43.8	6.5	0.4	1471	-2.9	10.1	·	0.9	10.1
CC(C)c1ccccc1NC(=O)c1ccco1	4.7	8.3	-2.3	2.9	1.8	1632	1.2	6.3	0.543	·	·
Cc1cc(C)n(-c2ccc(C(=O)Nc3ccc(C)c(S(=O)(=O)N(C)C)c3)cc2)n1	7.2	0.4	53.2*	-17.3	0.0	1914	-6.5	5.5	·	1	3.9
CCCn1c(/N=C/c2cc(OC)ccc2O)nc2ccccc21	7.0	5.8	0.2	24.7	1.2	1594	-9.4	7.6	·	0.8	18.0
COc1ccc(NC(=O)CN2CCN(C(=O)c3ccco3)CC2)c(OC)c1	-2.5	-7.6	-5.7	·	-3.1	1619	2.4	2.7	·	1	-3.5
CC1(C)CC(=O)C2=C(C1)NC1=C(C(=O)c3ccccc31)C2c1ccc(O)cc1 (stereo not drawn)	7.0	3.2	-12.6	1.4	0.0	1598	-19.7	4.5	0.346	0.9	8.1
COc1ccccc1CCN1C(=S)NC(C)(C)CC1(C)O (stereo not drawn)	3.3	6.4	8.7	·	-3.9	1609	-19.1	10.0	·	0.8	21.9
O=C(Nc1ccc(Cl)cc1)NC1CCCCC1Cc1ccco1 (stereo not drawn)	-0.3	5.4	4.5	·	-4.3	1420	5.1	4.3	·	1.6	-55.9
CCn1nc(C(=O)N2CCc3ccccc3C2)c2ccccc2c1=O	-4.0	9.2	-2.2	·	-1.0	1639	-3.5	8.8	·	0.9	8.3
COc1cc(OC)c(C2Oc3nc(SC)nnc3-c3ccccc3N2C(C)=O)cc1OC (stereo not drawn)	2.6	5.1	-0.1	-6.7	-0.7	1503	-4.9	4.9	·	0.9	5.8
CCC(C)(C)n1nnnc1CN1CCC(c2nc3ccc(C)cc3[nH]2)CC1	-2.3	-11.0	3.9	19.3	2.4	1331	4.5	-2.1	0.605	1.5	-45.1
CCOC(=O)c1c(C)n(CC(O)c2ccccc2)c2ccc(O)cc12 (stereo not drawn)	10.2	-5.7	13.1	-24.6	1.1	1579	3.0	5.1	·	0.8	15.9
CCOC(=O)Cc1cc(=O)[nH]c(Nc2nc3ccccc3o2)n1	5.3	1.8	11.3	-36.5	1.5	1526	-19.9	7.3	·	1.1	-11.0
Cc1cccc(C(=O)NNC(=O)CN2C(=O)c3ccccc3C2=O)c1	-0.4	-1.3	0.2	-12.6	0.2	1411	-4.5	-9.8	·	0.9	10.2
CC(=O)Nc1ccc(S(=O)(=O)Nc2ccc3c(c2)C(=O)OC3)cc1	-2.3	-4.3	-1.5	-5.1	-0.9	1589	-1.4	1.7	1.04	1	2.8
Cc1c(C(=O)NCCCN2CCOCC2)oc2c1C1(CCC2)SCCS1	-3.5	2.3	87.8*	-5.5	0.0	1568	-17.6	-5.5	0.0823	0.7	29.8
Cc1cc(C)nc(N(C#N)CCOc2ccc(Cl)cc2)n1	7.2	-3.3	-2.5	·	1.3	1724	2.7	3.9	-1.5	0.8	15.5
CN1C(=O)c2ccc(C(=O)NCc3ccc4c(c3)OCO4)cc2C1=O	-7.6	0.6	-6.5	-2.4	-0.4	1494	1.7	0.3	-0.733	0.9	9.5
N/C(=N\c1nc(C(F)(F)F)cc(=O)[nH]1)Nc1ccc(Cl)cc1	1.7	6.8	-1.9	0.8	0.1	1428	3.1	5.2	·	0.7	27.9
COc1cc2nc(SCC(=O)NCCc3ccccc3)n(Cc3ccco3)c(=O)c2cc1OC	-2.6	-3.3	5.2	·	-2.1	1381	2.2	0.8	·	2*	-95.5
CCOC(=O)N1CCN(C(=O)C(=O)NN)CC1	0.4	6.2	-3.0	-10.6	-0.5	1596	-8.2	8.9	1.33	1.1	-5.6
O=C(N/N=C/c1ccco1)Nc1ccccc1	10.7	1.6	-3.5	-2.7	0.6	1656	10.5	1.7	·	0.8	15.9
CCn1c2ccc(F)cc2c2nc3ccccc3nc21	7.0	4.1	-5.3	-8.5	0.3	1597	3.4	0.7	0.433	1	3.3
CN(C)/C=C(\C#N)C(=O)Nc1ccccc1	6.4	0.0	-0.2	-2.8	0.0	1792	-15.9	2.0	0.297	1.1	-11.9
CCOC(=O)N1CCN(C(=O)Cc2ccc(-n3c(=S)[nH]c4ccccc4c3=O)cc2)CC1	3.0	8.9	-4.2	·	0.7	1447	-7.0	-3.1	-0.275	0.9	5.4
COc1ccc(OC)c(/C=N/N(C)c2ccccc2)c1	12.0	8.3	59.8*	·	-12.1	1640	4.3	20.9	·	1.1	-6.1
CCCCc1nnc(NC(=O)CN2C(=O)c3ccccc3C2=O)s1	-9.3	1.3	-5.6	-18.0	-1.0	1510	8.3	5.6	-0.0127	1	-1.7
Cc1cc(=O)[nH]c(Cc2ccc(OC(C)C)cc2)n1	10.8	-1.8	-4.9	1.2	-1.7	1596	-2.3	-0.7	0.196	0.9	11.0
CSc1ccc(S(=O)(=O)Nc2c(C)cccc2C)cc1	0.3	3.2	-2.4	42.6	0.8	1746	2.5	0.1	0.141	1	-0.3
Cc1cccc(NC(=S)Nc2ccc(Cl)c(Cl)c2)c1	-0.7	2.5	33.5	0.8	-0.4	1538	-7.4	-5.7	0.116	0.9	8.9
Cc1cc(C)c(S(=O)(=O)c2ccccc2C)c(OCCO)n1	2.6	0.7	-4.6	-10.7	-1.9	1727	-2.5	0.0	0.89	1	-1.5
COc1ccccc1-c1cc(C(=O)N/N=C\c2cn(C)nc2C)c2ccccc2n1	4.9	3.2	33.8	-9.2	2.6	1518	-10.9	-2.1	0.645	0.9	9.2
COc1ccc(NC(=O)CC2C(=O)N(c3ccc(OC)cc3)C(=S)N2NC(=O)c2cccc(F)c2)cc1 (stereo not drawn)	5.5	-4.5	-2.4	10.2	-0.1	1533	-17.6	10.7	1.03	1.1	-10.5
COCC(C)NC(=O)c1cccc([N+](=O)[O-])c1 (stereo not drawn)	2.6	-5.4	-0.4	-11.8	-1.0	1632	-1.5	-5.2	0.311	0.9	6.4
Nc1c(Cl)ncnc1N/N=C/c1ccccn1	3.4	6.6	100.3*	-13.5	0.1	1821	-9.4	13.4	-0.402	1	-2.5
CN1C(=O)C(O)(CC(=O)c2ccc(F)cc2)c2cc(Br)ccc21 (stereo not drawn)	-0.8	-1.2	-9.5	1.6	-0.4	1532	-1.7	-3.4	·	1	2.8
Cc1cc(C)cc(Nc2cc(C)nc3nc(C)nn23)c1	0.0	-5.1	0.4	-3.6	-0.9	1563	0.6	7.6	·	1.1	-13.8

4 entries picked at random from those above, as already listed:
SMILES	PPARg SRC1 recr	PPARg SRC3 recr	Lmaj promast	S1P3 antagonist	Redox H2O2 prof	SRC2 TRFRET art	TLR4-MyD88 BLA	PPARg SRC2 recr	ROMK mod	bIAP activator	bIAP inh
Cc1c(C(=O)NCCCN2CCOCC2)oc2c1C1(CCC2)SCCS1	-3.5	2.3	87.8*	-5.5	0.0	1568	-17.6	-5.5	0.0823	0.7	29.8
N/C(=N\c1nc(C(F)(F)F)cc(=O)[nH]1)Nc1ccc(Cl)cc1	1.7	6.8	-1.9	0.8	0.1	1428	3.1	5.2	·	0.7	27.9
CCCCc1nnc(NC(=O)CN2C(=O)c3ccccc3C2=O)s1	-9.3	1.3	-5.6	-18.0	-1.0	1510	8.3	5.6	-0.0127	1	-1.7
Cc1cc(=O)[nH]c(Cc2ccc(OC(C)C)cc2)n1	10.8	-1.8	-4.9	1.2	-1.7	1596	-2.3	-0.7	0.196	0.9	11.0
